Growth percent in the NCI-60 one-dose screen (48 h, 10 µM unless noted): 100 = growth as untreated, 0 = no growth, -100 = all killed.
NCI-H23: NCI-H23 lung cancer. 80,000 compounds, 4% hits. AID 1794731
OVCAR-3: OVCAR-3 ovarian cancer | 79,000 compounds, 7% hits
OVCAR-5: OVCAR-5 ovarian cancer | 82,000 compounds, 2.9% hits | AID 1794783
NCI/ADR-RES: NCI/ADR-RES ovarian cells; 81,000 compounds, 4.4% hits; AID 1794790
SK-OV-3: SK-OV-3 ovarian cancer cells. 80,000 compounds, 3.2% hits. AID 1794785
NCI-H226: NCI-H226 lung cancer | 79,000 compounds, 3.5% hits | AID 1794732
OVCAR-4: OVCAR-4 ovarian cancer cells; 80,000 compounds, 3.7% hits
IGROV1: IGROV1 ovarian cancer | 79,000 compounds, 4.7% hits
SN12C: SN12C renal cancer cells; AID 1794767; 81,000 compounds, 3.8% hits
Starred values were filed as active, the others as inactive; · = no result given; & = joins results of further samples; ! = not active in a repeat. How the source made its calls: active means growth percent below 10; inactive means the rest. This is a subset; rates above refer to the full screens.

Codes – A = NCI-H23; B = OVCAR-3; C = OVCAR-5; D = NCI/ADR-RES; E = SK-OV-3; F = NCI-H226; G = OVCAR-4; H = IGROV1; I = SN12C
C/C=C/CC(C)C(O)[C@H](NC(=O)[C@@H]1CCCN1C(=O)C(C)(C)NC(=O)CCCCCCC)C(=O)N[C@@](C)(CC)C(=O)N[C@@H](CCC(N)=O)C(=O)N[C@H](CCC(N)=O)C(=O)NC(C)(C)C(=O)NC(C)(C)C(=O)N[C@@H](CCC(N)=O)C(=O)N[C@H](CC(C)C)C(=O)N[C@H](CO)CC(C)C (some centres undefined)
  A = 16	B = 24&113	C = 40&114	D = 49&106	E = 53&101	F = 6.6*!	G = 44&108	H = 46&113	I = 9.5*!
CCCCN(CCCC)P(=O)(Oc1ccccc1)Oc1ccccc1
  A = 54	B = 87	C = 94	D = 51	E = 67	F = 74	G = 51	H = 57	I = 60
O=C(Nc1ccccc1)c1c(O)[nH]c(=O)[nH]c1=O
  A = 99&107	B = 115&105	C = 101&105	D = 104&112	E = 97&105	F = 92&97	G = 107&109	H = 114&102	I = 95&100
CCCCCCCCCCOc1ccc(C(=O)Oc2ccc(CSP(=O)(OCC3OC(n4cnc5c(N)ncnc54)C(F)C3O)OC3C(CO)OC(n4ccc(=O)[nH]c4=O)C3F)cc2)cc1 (centres undefined)
  A = 82	B = 102	C = 121	D = 89	E = 122	F = 108	G = 102	H = 96	I = 95
CC1C(c2ccccc2)OC(=O)N1C (centres undefined)
  A = 107	B = 111	C = 94	D = 98	E = 110	F = 110	G = 110	H = 128	I = 105
C/C=C1/CN2CC[C@@]34c5ccccc5N[C@@]23[C@H](O)C[C@@H]1C4(CO)C(=O)OC (some centres undefined)
  A = 91	B = 101	C = 89	D = 92	E = 104	F = 102	G = 103	H = 105	I = 107
COc1cc(CC#N)cc(OC)c1OC
  A = 99	B = 107	C = 106	D = 105	E = 98	F = 100	G = 111	H = 106	I = 102
CN(C)CC1(N)C(=O)NC(=O)NC1=O
  A = 99	B = 113	C = 98	D = 107	E = 98	F = 88	G = 103	H = 108	I = 97
COc1ccc(C(O)P(=O)(OC)OC)cc1 (centres undefined)
  A = 103	B = 120	C = 112	D = 107	E = 110	F = 102	G = 83	H = 104	I = ·
COc1ccc(C=C2C(=O)NC(=O)NC2=O)cc1
  A = 97	B = 109	C = 106	D = 103	E = 97	F = 101	G = 99	H = 107	I = 102
Cc1ccc(NC(=O)c2ccc(C)c(N(CCCl)CCCl)c2)c(C)c1
  A = 81	B = 95	C = 105	D = 83	E = ·	F = 91	G = 108	H = 94	I = 59
N#Cc1c(Br)n(C2OC(CO)C(O)C2O)c2ncnc(N)c12 (centres undefined)
  A = 74	B = ·	C = 95	D = 53	E = 78	F = 135	G = 75	H = -35*	I = 60
COc1ccc2c(ccc3oc([N+](=O)[O-])cc32)c1
  A = -9.6*	B = -14*	C = 9.8*	D = 2.9*	E = -13*	F = -4.9*	G = 29	H = ·	I = 6.6*
CCOC(=O)C(C#N)c1ccccc1 (centres undefined)
  A = 94	B = 106	C = 113	D = 101	E = 111	F = 98	G = 109	H = 97	I = 101
CC(Cc1ccccc1)NC(=O)/C=C/C(=O)O (centres undefined)
  A = 100	B = 99	C = 98	D = 101	E = 97	F = 96	G = 102	H = 100	I = 106
ClCCN1c2ccccc2Oc2ccc3ccccc3c21
  A = 93	B = ·	C = 105	D = 100	E = 104	F = 98	G = 104	H = 93	I = 98
CCCCOC(=O)C1C(C=C(C)C)C1(C)C (centres undefined)
  A = 96	B = 109	C = 98	D = 100	E = 90	F = 97	G = 104	H = 104	I = 111
CCOP(=O)(OCC)C1CCC(=O)O1 (centres undefined)
  A = 104	B = 107	C = 101	D = 110	E = 105	F = 101	G = 113	H = 92	I = 107
CCCCCCCC(=O)P(=O)(OCC)OCC
  A = 106	B = 104	C = 101	D = 109	E = 102	F = 99	G = 108	H = 111	I = 96
CC(CCl)N(C)C (centres undefined)
  A = 106	B = 106	C = 88	D = 107	E = 112	F = 97	G = 115	H = 109	I = 101
Nc1c([N+](=O)[O-])ccc2c1Oc1ccccc1O2
  A = 95	B = 85	C = 76	D = 102	E = 97	F = 95	G = 88	H = 54	I = 104
CCCC(C)(C)c1ccc2c(c1)OC(C)(C)[C@@H]1CC=C(C)C[C@@H]21
  A = 96	B = 102	C = 107	D = 99	E = 89	F = 98	G = 100	H = 96	I = 105
N#Cc1nn(-c2c(Cl)cc(C(F)(F)F)cc2Cl)c(N)c1S(=O)C(F)(F)F (centres undefined)
  A = 92	B = 93	C = 106	D = 101	E = 100	F = 95	G = 86	H = 95	I = 103
Nc1ccc(-c2ccc(N)c(N)c2)cc1N
  A = 104	B = 113	C = 110	D = 104	E = 100	F = 98	G = 93	H = 109	I = 106
O=C(c1ccccc1)C(Br)CN1CCOCC1 (centres undefined)
  A = 105	B = 106	C = 106	D = 116	E = 100	F = 95	G = 113	H = 114	I = 106
CCCCCCCCSP(=S)(N1CC1)N1CC1
  A = 114	B = 115	C = 99	D = 116	E = 99	F = 101	G = 111	H = 93	I = 100
Cc1cc[c-]cc1.Fc1c[c-]c(-c2ccccn2)c(F)c1.N#CCC[PH+](CCC#N)c1ccccc1.[Pt+2]
  A = 34	B = 28	C = 65	D = 55	E = 108	F = 72	G = 42	H = 30	I = 24
CC1CN1P(=O)(OCCCl)N1CC1C (centres undefined)
  A = 101	B = 105	C = 102	D = 106	E = 112	F = 106	G = 114	H = 85	I = 110
N[C@H]1C=C(C(=O)O)CC1=C(F)F
  A = 100	B = 106	C = 113	D = 105	E = 110	F = 108	G = 113	H = 104	I = 98
Brc1ccc2ccccc2c1
  A = 98	B = 129	C = 95	D = 109	E = 103	F = 103	G = 111	H = 108	I = 106
OCc1ccc2c(c1)OCO2
  A = 96	B = 107	C = 97	D = 105	E = 96	F = 95	G = 101	H = 106	I = 101
Cc1ccc(-n2c(=O)[nH]c3ccccc3c2=O)cc1[N+](=O)[O-]
  A = 93	B = 99	C = 103	D = 99	E = 109	F = 100	G = 108	H = 103	I = 93
CC/C=C(\C)C1(CCC)C(=O)NC(=O)NC1=O
  A = 94	B = 112	C = 96	D = 95	E = 97	F = 96	G = 109	H = ·	I = 95
Nc1cccc(P(=O)(O)O)c1
  A = 98	B = 102	C = 95	D = 103	E = 101	F = 98	G = 112	H = 89	I = 107
CCCCOP(=O)(N1CCOCC1)N1CCOCC1
  A = 97	B = 111	C = 106	D = 108	E = 110	F = 108	G = 106	H = 116	I = 99
CCCCOc1nc2cc(Cl)ccc2cc1C(c1c(O)c2ccccc2oc1=O)c1cn(CCCC)c2ccccc12 (centres undefined)
  A = 110	B = 112	C = 108	D = 112	E = 100	F = 96	G = 111	H = 101	I = 98
CC12CCC3C(CCC4Cc5[nH]c6ccccc6c5CC43C)C1CCC2O (centres undefined)
  A = 49	B = -28*	C = 122	D = 38	E = 29	F = 41	G = 52	H = 51	I = 43
CC(=O)O[C@H]1CC[C@H]2[C@@H]3CC[C@H]4CC=C(C)C[C@]4(C)[C@H]3CC[C@]12C
  A = 104	B = 102	C = 92	D = 109	E = 102	F = 103	G = 104	H = 107	I = 101
O=C(c1ccccc1)C(c1ccccc1)N1CCCCC1 (centres undefined)
  A = 95&93	B = 105&110	C = 94&101	D = 95&100	E = 99&96	F = 98&99	G = 104&99	H = 104	I = 100&101
C#CC1(O)CCC2C3CC=C4CC(O)CCC4(C)C3CCC21C (centres undefined)
  A = 95	B = 103	C = 112	D = 99	E = 114	F = 85	G = ·	H = 104	I = 96
COc1ccc(CC2c3cc(OC)c(OC)cc3CCN2C)cc1OC (centres undefined)
  A = 98	B = 110	C = 102	D = 92	E = 104	F = 96	G = 100	H = 108	I = 97
Cc1cc(C)c(C)c(C(O)(C(=O)O)c2ccccc2)c1 (centres undefined)
  A = 105	B = 119	C = 109	D = 114	E = 106	F = 116	G = 120	H = ·	I = 100
Clc1ccc2c(c1)C(c1ccccc1Cl)=NCC(SCCN1CCOCC1)=N2
  A = 103	B = 103	C = 106	D = 92	E = 81	F = 91	G = 105	H = 104	I = 107
NP(N)(=O)c1ccc(Cl)cc1
  A = 108	B = 111	C = 109	D = 108	E = 100	F = 100	G = 100	H = 122	I = 108
NC(=NCc1ccccc1)N[N+](=O)[O-]
  A = 101	B = 90	C = 105	D = 100	E = 100	F = 106	G = ·	H = 95	I = 108
c1ccc(C2NCCc3[nH]cnc32)cc1 (centres undefined)
  A = 103	B = 112	C = 102	D = 107	E = 131	F = 127	G = 103	H = 133	I = 120
Nc1ccc(OCc2ccc(C(=O)Nc3cccc(S(=O)(=O)F)c3)cc2)c(Cl)c1
  A = 83	B = 102	C = 109	D = 89	E = 92	F = 86	G = 83	H = ·	I = 88
CCCCC/C=C/C(C)=C/C1CC(C)C/C=C/CCC(O)C(OC(N)=O)CCC(C)CC(OC(N)=O)C(C)C(=O)O1 (centres undefined)
  A = 91	B = 128	C = 105	D = 98	E = 104	F = 114	G = 119	H = 80	I = 94
O=C(CCCC1CCCCC1)OCC(Cl)(Cl)Cl
  A = 94	B = 104	C = 120	D = 102	E = 101	F = 99	G = 105	H = 106	I = 106
CC1=C(C)CN2CC(C#N)=C(N)C2C1 (centres undefined)
  A = 111	B = 114	C = 114	D = 110	E = 109	F = 88	G = 99	H = 110	I = 98

The list continues.
Codes – A = NCI-H23; B = OVCAR-3; C = OVCAR-5; D = NCI/ADR-RES; E = SK-OV-3; F = NCI-H226; G = OVCAR-4; H = IGROV1; I = SN12C
CCCCC(CC)CNC1CCCCC1 (centres undefined)
  A = 165	B = 103	C = 135	D = 116	E = 107	F = 103	G = 100	H = 107	I = 98
O=C(N/N=C\c1ccc(N(CCCl)CCCl)cc1)C(=O)c1c[nH]c2ccccc12
  A = 79	B = 81	C = 116	D = 72	E = 98	F = 63	G = 83	H = 70	I = 69
N#C[S-].[Au+].c1ccc(CN2[CH-]N(Cc3ccccc3)C(c3ccccc3)=C2c2ccccc2)cc1
  A = 8.7*	B = -6.5*	C = 37	D = 60	E = -0.7*	F = 24	G = 19	H = 30	I = 6.7*
CCN(CC)C1CCCCC1
  A = 110	B = 97	C = 104	D = 109	E = 101	F = 95	G = 94	H = 116	I = 102
CN(N=O)C1=C(NC2CCCCC2)C(=O)c2ccccc2C1=O
  A = 86	B = 89	C = 106	D = 89	E = 95	F = ·	G = 90	H = 93	I = 87
COc1ccc(COC(=O)C2C(C=C(C)C)C2(C)C)cc1 (centres undefined)
  A = 101	B = 113	C = 97	D = 95	E = 98	F = 79	G = 109	H = 98	I = 96
C#CC1(O)CCC2(C)C(CCC3C4CCC(=O)C4(C)CCC32)C1 (centres undefined)
  A = 97	B = 109	C = 100	D = 96	E = 98	F = 86	G = 96	H = 104	I = 101
O=C1NC(=O)C2(CCCc3ccc(N(CCCl)CCCl)cc32)N1 (centres undefined)
  A = 76	B = 121	C = 128	D = 93	E = 105	F = 92	G = 95	H = 102	I = 51
CN(CCOCCC(=O)NCCCC(O)(P(=O)(O)O)P(=O)(O)O)C(=O)Oc1ccc2c(c1)OCC(c1ccc(F)cc1)C2=O (centres undefined)
  A = 101	B = 107	C = 93	D = 109	E = 112	F = 97	G = 100	H = 110	I = 99
COc1ccc(/C=C(\C)[N+](=O)[O-])cc1OC
  A = 65	B = -76*	C = 68	D = 90	E = 104	F = 69	G = 17	H = -19*	I = 40
C/C=C(\C)C1(CCC)C(=O)NC(=S)NC1=O
  A = 95	B = 104	C = 98	D = 102	E = 94	F = 100	G = 94	H = 112	I = 91
O=C(O)CCOC(C[N+](=O)[O-])C(Cl)(Cl)Cl (centres undefined)
  A = 101	B = 105	C = 112	D = 98	E = 82	F = 101	G = 113	H = 91	I = 105
C[C@]12CCc3sc(-c4ccc(C(=O)O)cc4)nc3C1=CC[C@@H]1[C@@H]2CC[C@]2(C)C(=O)CC[C@@H]12
  A = ·	B = 72	C = 93	D = 85	E = 92	F = 93	G = 93	H = 93	I = 102
C#C[C@]1(O)CC[C@H]2[C@@H]3CC[C@H]4CC=CC[C@]4(C)[C@H]3CC[C@@]21C
  A = 104	B = 110	C = 101	D = 100	E = 122	F = 98	G = 98	H = 107	I = 104
CN1C(=O)C(=Cc2cn(-c3nc(N4CCOCC4)nc(N4CCOCC4)n3)c3ccccc23)C(=O)N(C)C1=O
  A = 97	B = 105	C = 105	D = 103	E = 113	F = 100	G = 109	H = 108	I = 104
Cc1cc(C)c(Nc2nc3c(s2)CC[C@@]2(C)C3=CC[C@@H]3[C@@H]2CC[C@]2(C)C(=O)CC[C@@H]32)c(C)c1
  A = 104	B = 106	C = 106	D = 108	E = 106	F = 101	G = 118	H = 111	I = 97
CC1CS1 (centres undefined)
  A = 110	B = 115	C = 105	D = 113	E = 110	F = 107	G = ·	H = 97	I = 106
O=c1oc2ccccc2c(O)c1C(C/C(CCN1CCCC1)=N/O)c1ccccc1 (centres undefined)
  A = 96	B = 104	C = 95	D = 99	E = 102	F = 101	G = 113	H = 101	I = 99

High-throughput results: PubChem BioAssay, NCI
